STAT3 activator: IL-6 driven STAT3 reporter potentiators, primary screen, U3A cells, luciferase, luminescence, MLSCN library. IL-6 STAT3-luciferase reporter; 100% = signal with IL-6 EC80 alone. activation (% of control), % at 5.6 µM. hit rate 0.91% among 190,000;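 active = activation above the screen-wide mean of compound activation plus 3 SD, cut at about 130% in these data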;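 note: 0% = background luminescence of wells with medium and substrate only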
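Assay system – human STAT1-deficient U3A cells with stable STAT3-luciferase reporter · Also added – IL-6 (33 ng/mL) · Schedule – compound 1 h, then IL-6 6 h at 37 °C · Technique – reporter luminescence signal · Evaluation – % activation versus median of IL-6-stimulated wells · Benchmarks – IL-6-only wells as 100% reference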
Redox H2O2 prof: compounds producing H2O2 with reducing agent – biochemical, NIH compound library profiling, artefact control for MLSCN library redox annotation, primary screen; DTT-dependent redox cycling H2O2, phenol red/HRP absorbance; 100% = 100 µM peroxide control, 0% = buffer; activation, % at 10 µM; hit rate 0.03% among 200,000; AID 878, 2007;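 active = activation of at least 50% relative to the plate's high and low controls in the primary single-dose screen; inactive = activation below 50%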;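 note: compound incubated with DTT at 0.8 mM final as the reducing agent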
APP 5'UTR act: activators of APP 5'UTR luciferase reporter, primary screen, SH-SY5Y cells. hit rate 1% among 190,000. activation, % at 2 µM. SH-SY5Y APP 5'UTR luciferase reporter, luminescence; zero percent = DMSO vehicle wells. AID 1276, 2008;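 active = activation above a set limit, based on mean plus 3 SD of controls, cut at about 140% in these data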; note: values of inactives mirror those of a sister screen read the other way
Hsp70 activator: Hsp70 transcriptional activators, primary screen, cell-based, HeLa, Hsp70 promoter luciferase, luminescence, 10 µM; HeLa Hsp70 promoter luciferase reporter; scaled: vehicle 0, proteasome-inhibitor control 100%; activation, % at 10 µM; hit rate 0.04% among 200,000;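 active = activation above the mean across all tested compounds plus 3 SD, cutoff set per campaign, cut at about 5.5% in these data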;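 note: 100% = MG132 at 30 µM as the positive control and 0% = DMSO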
NF-kB expr up: activators of NF-kB expression in neurons, primary screen, cell-based, HTS; fold change at 12.5 µM; hit rate 1.6% among 190,000; human neuronal cells, NF-kB reporter expression; active compounds read high; in the data active = fold change above about 3.3
HMGR II inh: inhibitors of E. faecalis class II HMGR, primary screen, biochemical, Enterococcus faecalis; AID 1066, 2008; inhibition, % at 10 µM; purified E. faecalis HMGR, NADPH absorbance 340 nm kinetic; hit rate 0.41% among 190,000;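 active = inhibition above a set limit, the median over all tested compounds plus 3 SD, cut at about 9.5% in these data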;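 note: enzyme runs in reverse so mevalonate oxidation gives rising NADPH absorbance; 0% = complete reaction with DMSO and 100% = background rate lacking mevalonate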
STAT3 blocker: IL-6 driven STAT3 reporter inhibitors, primary screen, U3A cells, luciferase, luminescence, MLSCN library | hit rate 0.89% among 190,000 | IL-6 STAT3-luciferase reporter; host cell line lacks STAT1 | inhibition, % at 5.5 µM;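 active = inhibition above the mean inhibition across all screened compounds plus 3 SD, cut at about 44% in these data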;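 note: 0% = DMSO only wells and 100% = 100 µM nifuroxazide control wells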
TLR4-MyD88 BLA: inhibitors of TLR4-MyD88 association in cells, primary screen, cell-based, HeLa CL3-4, BLA complementation, FRET ratio. Toll-like receptor 4 (Homo sapiens) + Myeloid differentiation primary response protein …. HeLa CL3-4 TLR4/MyD88 BLA complementation. inhibition, % at 8.4 µM. hit rate 0.18% among 200,000. AID 861, 2007; in the data active = inhibition above about 25%;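 note: 0% = vehicle and 100% = reference inhibitor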
Target sequence (O00206 whole entry, looked up): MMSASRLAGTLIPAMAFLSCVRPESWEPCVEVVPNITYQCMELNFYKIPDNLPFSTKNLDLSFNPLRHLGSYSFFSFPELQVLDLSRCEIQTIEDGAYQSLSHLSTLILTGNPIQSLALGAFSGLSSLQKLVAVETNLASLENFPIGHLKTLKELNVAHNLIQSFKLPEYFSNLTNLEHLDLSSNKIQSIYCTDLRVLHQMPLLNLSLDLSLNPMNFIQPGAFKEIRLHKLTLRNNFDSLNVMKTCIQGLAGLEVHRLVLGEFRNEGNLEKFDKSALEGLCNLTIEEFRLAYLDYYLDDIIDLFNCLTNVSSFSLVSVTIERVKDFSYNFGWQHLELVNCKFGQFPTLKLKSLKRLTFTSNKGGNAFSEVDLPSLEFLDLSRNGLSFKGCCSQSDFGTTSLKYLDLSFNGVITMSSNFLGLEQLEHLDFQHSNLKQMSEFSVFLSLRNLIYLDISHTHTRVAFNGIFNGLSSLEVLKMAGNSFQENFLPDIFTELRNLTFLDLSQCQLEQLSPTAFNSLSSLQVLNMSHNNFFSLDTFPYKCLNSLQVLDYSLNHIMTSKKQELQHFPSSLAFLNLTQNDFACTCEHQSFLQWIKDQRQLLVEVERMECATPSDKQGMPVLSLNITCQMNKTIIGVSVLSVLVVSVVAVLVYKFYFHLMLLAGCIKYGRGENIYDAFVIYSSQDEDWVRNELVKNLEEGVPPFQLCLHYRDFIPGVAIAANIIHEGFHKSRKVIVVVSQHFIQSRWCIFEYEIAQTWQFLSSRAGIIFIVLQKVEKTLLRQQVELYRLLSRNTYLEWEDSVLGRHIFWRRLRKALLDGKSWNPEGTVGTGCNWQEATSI
Target sequence (Q99836 whole entry, looked up): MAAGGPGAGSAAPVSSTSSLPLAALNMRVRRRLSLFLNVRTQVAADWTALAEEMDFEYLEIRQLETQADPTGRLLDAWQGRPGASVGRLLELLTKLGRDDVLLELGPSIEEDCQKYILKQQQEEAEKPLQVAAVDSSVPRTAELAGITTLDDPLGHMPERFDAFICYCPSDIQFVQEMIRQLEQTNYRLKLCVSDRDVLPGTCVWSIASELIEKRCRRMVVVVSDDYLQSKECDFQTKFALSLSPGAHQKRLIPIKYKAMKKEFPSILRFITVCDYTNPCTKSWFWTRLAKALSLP
STAT1 blocker: STAT1 signaling inhibitors, primary screen, cell-based, HTS, luciferase reporter. hit rate 0.35% among 200,000. AID 920, 2007. inhibition, % at 5.5 µM. NIH 3T3 STAT1-luciferase reporter, IFN-gamma, luminescence;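 active = inhibition above a set limit, the mean inhibition across all tested compounds plus 3 SD, cut at about 34% in these data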;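 note: 0% = IFN-gamma with DMSO and 100% = IFN-gamma with 300 µM nifuroxazide; values of inactives mirror those of a sister screen read the other way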
STAT1 act: STAT1 signaling activators, primary screen, cell-based, HTS, luciferase reporter; NIH 3T3 STAT1-luciferase reporter, IFN-gamma, luminescence; 100% = IFN-gamma alone, no compound; activation (% of control), % at 5.5 µM; hit rate 2.6% among 200,000;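 active = activation above the screen-wide mean activation plus 3 SD, cut at about 130% in these data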;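 note: raw ratio to IFN-gamma control signal so 100% means no change and 0% no light; values of inactives mirror those of a sister screen read the other way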
Active calls of the source: *; · = not tested or not shown.

SMILES	STAT3 activator	Redox H2O2 prof	APP 5'UTR act	Hsp70 activator	NF-kB expr up	HMGR II inh	STAT3 blocker	TLR4-MyD88 BLA	STAT1 blocker	STAT1 act
COc1ccc(-c2csc(NC(=O)c3ccccc3NS(=O)(=O)c3ccc(C)cc3)n2)cc1	85	0.0	5	-0.4	1	-5	17	1	3	97
CCOc1cccc(Oc2ccc(C(F)(F)F)cn2)c1	95	-4.6	1	-0.2	1.1	-4	10	-6	-6	105
COc1ccc(/C=C2\N=C(c3c(-c4ccccc4)noc3C)OC2=O)cc1OC	100	1.6	22	-0.3	1.2	-1	0	-7	-7	106
CC(C)Cn1c(CNC(=O)c2ccccc2)nc2ccccc21	96	-0.1	8	-0.5	0.8	-3	13	-5	-1	101
CCn1cnc2sc(C(=O)Nc3ccc4c(c3)OCO4)c(C)c2c1=O	98	0.6	39	1.2	2	-3	6	3	-26	124
Cc1cc(-c2nnc(SCC(=O)Nc3ccccn3)o2)no1	101	-0.5	-1	0.4	1.2	-2	1	17	-1	100
COc1ccccc1Oc1nc([N+](=O)[O-])nn1CC(N)=O	93	-0.3	6	0.0	1.2	-1	17	-10	5	94
CCn1c(SCC(=O)Nc2nc3ccc(OC)cc3s2)nc2c1c(=O)n(C)c(=O)n2C	93	-1.3	27	-0.2	0.63	1	14	5	6	95
CCOC(=O)c1[nH]cc(-c2ccccc2)c1N1CCOCC1	108	0.1	-1	-0.6	1.1	-3	-8	6	7	94
Cc1ccc(C)c(N/C=C(\C#N)c2nc3ccccc3o2)c1	92	2.6	3	-0.2	·	·	17	9	8	97
CCCCCCc1c(O)c2ccccc2[nH]c1=O	104	0.5	3	-0.1	1.1	0	-2	-7	0	100
Nc1ccc2nc(C(F)(F)F)[nH]c2c1	90	-0.7	6	-0.2	1.1	3	16	-11	-5	103
Cc1ccc(NC(=O)c2cccs2)cc1	101	0.8	75	0.4	2.9	-1	1	-10	-34	131*
COn1c(-n2nc(C)cc2C)nc2ccccc2c1=O	103	2.9	-5	-0.6	1.1	4	2	4	0	100
COc1cc(C2C3=C(Nc4ncnn42)c2ccccc2CC3)cc(OC)c1OC (configuration not stated)	130	-0.1	-95	0.9	3.3	1	-30	4	-14	112
COC(=O)[C@H](Cc1ccccc1)NC(=O)NCc1ccccc1OC	97	0.0	-2	-0.2	1.2	1	4	-1	5	96
O=C(CSc1nnc(CNc2ccccc2)o1)N1CCCc2ccccc21	102	3.0	22	-0.2	1.1	2	2	9	2	98
NC1=NC(=O)/C(=C\c2ccc(O)c([N+](=O)[O-])c2)S1	107	-1.8	-18	-0.3	1.4	-7	-5	0	0	98
O=C(CSc1nnc(Cc2ccccc2)o1)N1CCOCC1	105	-0.2	-6	0.1	1.1	-3	-5	0	3	97
COc1ccc(N2C(=O)[C@@H]3[C@H](C2=O)[C@H](C(=O)c2ccc(OC(C)=O)cc2)N2N=CC=C[C@@H]32)cc1	100	-0.4	7	0.3	1.3	-2	-2	13	-13	111
O=C(Nc1ccc2nc(-c3ccccc3)oc2c1)c1ccco1	86	-0.6	61	0.1	1.5	-2	20	-13	-23	121
CCCOc1ccc(CNC(=O)Cn2c(=O)oc3ccccc32)cc1	105	-0.7	-2	-0.2	1.2	-4	0	-3	1	99
COc1cccc(C2CC(c3ccc(Br)cc3)=NN2C(=O)c2ccncc2)c1OC (configuration not stated)	101	-0.2	4	0.1	0.76	-2	10	10	-7	105
Cc1cccc(NC(=O)c2cn(-c3ccccc3)nc2-c2ccccc2)c1	104	0.5	-12	-0.3	0.98	0	-2	-7	-8	107
COc1ccc(CNC(=O)Cn2cnc3c(=O)n(C)c(=O)n(C)c32)cc1	93	0.6	-15	-0.2	1.3	-9	10	3	6	94
CCCOc1ccc(N2C(=O)CC(SCc3nc4ccccc4[nH]3)C2=O)cc1 (configuration not stated)	101	-0.9	-6	0.0	0.97	-4	1	-6	8	91
CC(=O)n1cc(Nc2ccc([N+](=O)[O-])cc2)c2ccccc21	141*	-0.9	8	-0.2	1.1	-11	-51	3	0	98
COc1ccc(O)c(C(=O)c2cnn(C(=O)c3cc(C)oc3C)c2)c1	104	0.0	2	-0.4	1.1	-4	0	6	3	96
CC(Oc1ccc(Cl)cc1Cl)C(=O)/C=C/N(C)C (configuration not stated)	109	17	0	-0.3	0.89	-4	-10	10	4	97
O=C(CN1CCN(Cc2ccccc2)C1=O)NCc1cccs1	101	-2.3	0	-0.1	1.3	0	4	-7	-8	107
COc1cccc(NC(=O)N2CCCC2C(=O)NCC(C)C)c1 (configuration not stated)	102	0.2	-20	-0.2	1.3	3	1	-3	-13	112
C=CCn1c(N)cc(=O)nc1SCC(=O)N1CCN(c2ccc(F)cc2)CC1	99	3.5	-7	-0.2	0.95	3	6	-5	-1	101
O=C(CSc1nnc(C2CC2)n1Cc1ccccc1)N1CCN(S(=O)(=O)c2ccccc2)CC1	108	-0.1	-12	-0.5	1.1	-1	-2	0	4	96
CCC(=O)Oc1ccc(C(=O)Nc2ccc3c(c2)OCO3)cc1	94	0.2	142*	0.2	1	0	12	-10	-45	137*
CNC(=O)NCCN1CCCC1=O	93	0.4	-11	-0.4	1.2	0	11	1	7	94
O=C1C(c2ccncc2)N(CCC2=CCCCC2)C(=O)CN1C1CCCCC1 (configuration not stated)	99	0.8	3	-0.3	1.2	1	6	-11	-3	103
COc1cc(C(=O)NCc2ccncc2)cc(OC)c1OC	97	0.0	-5	0.1	1.1	0	8	-6	8	92
CNCC(=O)N(CC(C)C)c1c(N)n(CC(C)C)c(=O)[nH]c1=O	102	-2.5	-3	0.0	0.88	-7	0	-7	4	95
CCN(CC)CCN1C(=O)C(O)=C(C(=O)c2sc(C)nc2C)C1c1cccnc1 (configuration not stated)	113	1.6	-14	0.0	1.2	-5	-10	5	-6	105
CC1CC(C)CN(CC(O)COc2ccc3c(c2)CCC3)C1 (configuration not stated)	99	-0.4	-7	-0.1	1.1	-4	4	-7	4	96

Whole records, quoted from the list. Values in the order: STAT3 activator, Redox H2O2 prof, APP 5'UTR act, Hsp70 activator, NF-kB expr up, HMGR II inh, STAT3 blocker, TLR4-MyD88 BLA, STAT1 blocker, STAT1 act
CCOc1cccc(Oc2ccc(C(F)(F)F)cn2)c1 is listed with 95, -4.6, 1, -0.2, 1.1, -4, 10, -6, -6, 105
CNC(=O)NCCN1CCCC1=O is listed with 93, 0.4, -11, -0.4, 1.2, 0, 11, 1, 7, 94
Cc1cc(-c2nnc(SCC(=O)Nc3ccccn3)o2)no1 is listed with 101, -0.5, -1, 0.4, 1.2, -2, 1, 17, -1, 100
COc1cc(C(=O)NCc2ccncc2)cc(OC)c1OC is listed with 97, 0.0, -5, 0.1, 1.1, 0, 8, -6, 8, 92

Remaining list, next part.
SMILES	STAT3 activator	Redox H2O2 prof	APP 5'UTR act	Hsp70 activator	NF-kB expr up	HMGR II inh	STAT3 blocker	TLR4-MyD88 BLA	STAT1 blocker	STAT1 act
CCC(=O)NC(=S)Nc1ccc(NC(=S)NC(=O)c2ccc(C)cc2)cc1	95	-0.6	9	-0.1	1.1	-4	9	-7	6	93
Cc1cc(C)cc(NC(=O)CSCc2nc3c(nnn3Cc3ccc(F)cc3)c(=O)[nH]2)c1	93	0.4	7	-0.3	·	·	11	-33	2	98
O=C(c1cccs1)N1CCN(S(=O)(=O)N2CCCCC2)CC1	104	1.5	-15	0.3	0.86	2	-4	3	2	98
CCn1c(C)nc2cc(C(=O)N=Nc3c(O)[nH]c4ccccc34)ccc21	98	0.2	33	0.0	0.98	-9	2	5	-14	112
CN1CCN(NC(=O)CC(C)(C)C)CC1	95	0.0	-5	-0.4	0.93	-1	11	7	-1	99
CCOC(=O)CNC(=S)n1cnc(N)n1	91	-0.7	-1	0.0	1.4	-5	12	-6	3	96
CC(=O)C1C(c2ccc3ncccc3c2)NC(=O)NC1(O)C(F)(F)F (configuration not stated)	111	1.6	6	-0.1	1	1	-11	-1	8	93
COC1=CC(=O)OC12CCCCC2	101	-1.0	-7	-0.7	0.93	-2	4	3	-5	105
COc1ccc(S(=O)(=O)CCC(=O)Nc2cccc(OC)c2)cc1	103	0.1	-1	-0.1	0.93	-3	4	-4	2	98
Cc1nn2c3c(cnc2c1-c1ccccc1)C(=O)CC(c1ccco1)C3 (configuration not stated)	81	-0.1	47	0.0	0.92	·	26	0	-2	102
Cc1ccc(-c2noc(CCC(=O)NCCN3CCOCC3)n2)cc1	98	0.3	0	-0.3	1	-3	4	-8	-7	106
CCn1nc(C(=O)OCC(=O)c2cc(C)n(Cc3cccs3)c2C)c2ccccc2c1=O	107	1.7	-3	-0.1	1.1	-2	-4	-5	-17	116
Cc1c(Cl)cccc1N1C(=O)C2ON(c3ccccc3)C(c3cccnc3)C2C1=O (configuration not stated)	105	0.4	7	-0.1	1.1	-3	-1	-3	-3	103
CC1CCCCC1NC(=O)C1CCN(C(=O)c2sccc2-n2cccc2)CC1 (configuration not stated)	101	0.1	9	-0.1	0.99	-9	-2	5	-1	98
CC(NC(=O)CNC(=O)OCc1ccccc1)C(=O)N1CC(O)CC1C(=O)OCc1ccccc1 (configuration not stated)	101	-5.0	10	-0.1	0.83	-3	2	7	2	98
Cc1ccc(CNc2nc(N)c([N+](=O)[O-])c(Nc3ccc(F)cc3)n2)cc1	95	3.2	5	-0.4	1	-1	10	-8	0	100
O=C(NCCC1=CCCCC1)c1ccc(Cl)c(S(=O)(=O)Nc2ccccc2)c1	100	-1.1	-8	-0.2	0.87	3	9	0	4	95
O=C(COc1ccccc1Br)NCc1ccccn1	95	0.3	-2	-0.3	1.8	-3	12	3	-13	112
CC(C)c1ccc(-n2cccc2/C=C2/C(=N)N3C=CSC3=NC2=O)cc1	92	-0.1	9	-0.4	0.37	-2	7	-4	-1	101
COc1cccc(-c2nn(C)c3sc(C(=O)NCc4ccc(C)cc4)cc23)c1	99	0.1	4	-0.1	0.93	-2	5	-1	0	100
COC(=O)Cn1ncc2c(C)n(Cc3ccccc3)c(C)c2c1=O	106	-0.2	54	-0.2	1.8	2	-2	-6	-10	109
O=c1[nH]c(CN2CCN(C/C=C/c3ccccc3)CC2)nc2ccccc12	100	0.6	-25	-0.3	1	1	4	1	7	96
CCOCCCNC(=O)C(Cc1ccccc1)NS(=O)(=O)c1cccc2nsnc12 (configuration not stated)	95	-0.9	1	-0.1	·	-4	12	8	3	97
CC(=O)NC1=NN(C(C)=O)C(C)(c2ccc3ccccc3c2)S1 (configuration not stated)	93	0.0	-12	-0.5	0.99	-4	10	13	6	94
CCNCc1cc(OCC)c(OCC(=O)NCCc2ccccc2)cc1Cl	105	-4.1	-2	-0.1	1	-12	-1	9	6	94

High-throughput results (PubChem)
